Pin1 inh: qHTS Assay to Find Inhibitors of Pin1; Peptidyl-prolyl cis-trans isomerase NIMA-interacting 1 (Homo sapiens), Q13526; Pin1 FP peptide displacement, HiFluor488, 10 min; Potency, µM (titrated, usually from 115 µM), without a hit: at the highest dose activity, negative = inhibition, actives largely listed as inhibitors; actives 0.009% (n = 390,000); active = well fitted inhibition curve with a large enough effect in the polarisation, with a control signal flat, not every such curve was filed as active; inconclusive = small, poorly fitted or top-dose-only effect, or effect the other way, or a change in a side signal; inactive = no such curve, though single readings can be large or run the other way; the % refers to the polarisation; also: potency is read from the fitted curve at half-maximal effect; % is scaled to controls: 0 for no effect and ±100 for the full control effect
D2 agonist: HTS Assay for Allosteric Agonists of the Human D2 Dopamine Receptor: Primary Screen for Agonists; D(2) dopamine receptor (Homo sapiens), P14416; HEK293 T-REx D2 cells, calcium flux agonist mode; activation, % at 2 µM; AID 485358, 2010; actives 0.53% (n = 340,000);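 active = activation over 3 SD above normal in the single-dose calcium agonist read, cut at about 30% in these data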; also: 0% is about no effect
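Calcium-flux readout, 1 cycle/sec over 180 s following compound pin transfer, in inducible HEK293 Trex D2 cells (force-coupled); dopamine controls included. Positive calcium responses during this window marked compounds as potential agonists.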
TRHR enhancer: qHTS for Small Molecule Agonists and Allosteric Enhancers of Human TRH Receptor: Primary Screen for Enhancers; AID 493056, 2011; actives 0.66% (n = 360,000); TRHR cells, fluo-8 calcium fluorescence, EC20 TRH enhancement; Thyrotropin-releasing hormone receptor (Homo sapiens), P34981; enhancement, % at 2 µM; in the data active = enhancement above about 30%; also: 0% is about no effect
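Enhancer read-out: after compound pinning and an initial kinetic agonist-mode read, an EC20 of TRH (10 nM final) was injected and fluo-8 calcium signal (Ex 480/Em 530) followed at 1 s/cycle for 100 cycles in TRHR-expressing cells.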
mIDH1 inhibitor: qHTS for Inhibitors of mutant isocitrate dehydrogenase 1 (IDH1): qHTS; Potency, µM (highest dose often 76.6 µM), for the others: at the highest dose activity change, negative = inhibition, usual class: inhibitors; actives 0.093% (n = 390,000); IDH1-R132H enzyme, NADPH consumption, diaphorase/resazurin fluorescence; also: potency is read from the fitted curve at half-maximal effect; % is scaled to controls: 0 for no effect and ±100 for the full control effect; nearly all actives have a fitted effect of over 65% in size
Target sequence (O75874 whole entry R132H, stated change not applied): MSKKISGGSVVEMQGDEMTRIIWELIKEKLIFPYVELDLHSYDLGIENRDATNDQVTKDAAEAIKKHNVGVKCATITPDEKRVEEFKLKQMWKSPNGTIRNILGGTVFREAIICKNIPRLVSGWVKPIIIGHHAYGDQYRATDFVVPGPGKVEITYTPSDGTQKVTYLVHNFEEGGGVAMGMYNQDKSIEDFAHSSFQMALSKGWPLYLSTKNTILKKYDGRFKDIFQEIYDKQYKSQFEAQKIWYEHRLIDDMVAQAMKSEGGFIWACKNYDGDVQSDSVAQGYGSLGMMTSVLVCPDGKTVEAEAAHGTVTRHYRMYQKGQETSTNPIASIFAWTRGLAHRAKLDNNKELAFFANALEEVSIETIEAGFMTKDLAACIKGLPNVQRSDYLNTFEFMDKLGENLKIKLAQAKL
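IDH1-R132H (0.5 ug/mL) preincubated 30 min with compound, then NADPH (0.016 mM) and alpha-KG (2 mM) added; 80 min at RT, pH 7.5. Remaining NADPH coupled via diaphorase/resazurin to fluorescence (540/590 nm); concentration-response curves normalized to no-enzyme control.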
USP1 inh: Inhibitors of USP1/UAF1: Primary Screen; Potency, µM (titrated, usually from 57.1 µM), for the others: at the top dose activity change, negative = inhibition, usual class: inhibitors; Ubiquitin carboxyl-terminal hydrolase 1 (Homo sapiens), O94782; actives 0.23% (n = 390,000); recombinant USP1/UAF1, Ub-Rhodamine cleavage fluorescence; AID 743255, 2014; also: potency is read from the fitted curve at half-maximal effect; % is scaled to controls: 0 for no effect and ±100 for the full control effect; nearly all actives have a fitted effect of over 60% in size; inactives centre near -12
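Step one: compound is pinned into 1nM USP1/UAF1 in HEPES pH 7.8 buffer with TCEP. Step two: 15 min room-temperature incubation. Step three: Ub-Rho (150nM final) starts cleavage, tracked by fluorescence over six one-minute reads.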
TrxR1 substrate: qHTS Assay for Substrates of Mammalian Selenoprotein Thioredoxin Reductase 1 (TrxR1): qHTS; purified TrxR1 substrate turnover, NADPH consumption readout; Potency, µM (series often up to 114 µM), without a hit: top-dose activity change, negative = substrate turnover; AID 588456, 2011; Thioredoxin reductase 1, cytoplasmic (Rattus norvegicus), O89049; actives 0.01% (n = 390,000); also: potency is read from the fitted curve at half-maximal effect; % is scaled to controls: 0 for no effect and ±100 for the full control effect; nearly all actives have a fitted effect of over 50% in size
Target sequence (O89049 whole entry, looked up): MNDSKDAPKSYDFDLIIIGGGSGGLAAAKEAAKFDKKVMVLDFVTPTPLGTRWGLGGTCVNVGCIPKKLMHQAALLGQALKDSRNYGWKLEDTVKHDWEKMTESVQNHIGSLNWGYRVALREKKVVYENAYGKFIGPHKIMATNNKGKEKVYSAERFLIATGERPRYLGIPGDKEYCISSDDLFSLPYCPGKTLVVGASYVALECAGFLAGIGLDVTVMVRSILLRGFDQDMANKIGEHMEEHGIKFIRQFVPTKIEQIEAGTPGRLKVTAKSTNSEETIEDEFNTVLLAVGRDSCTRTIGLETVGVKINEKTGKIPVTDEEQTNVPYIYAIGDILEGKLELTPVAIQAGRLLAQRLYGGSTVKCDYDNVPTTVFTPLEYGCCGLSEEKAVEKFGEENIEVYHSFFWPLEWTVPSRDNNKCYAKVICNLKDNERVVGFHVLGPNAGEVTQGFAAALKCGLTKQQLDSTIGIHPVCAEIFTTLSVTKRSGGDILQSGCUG
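Rat TrxR1, dispensed at 90 nM, was prereduced with 400 uM NADPH (final) for 5 min at ~22 deg C, then incubated with compound 15 min before 400 uM selenite. A first-read NADPH fluorescence drop versus no-compound background flagged substrates.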
rTrxR1 inhibitor: qHTS Assay for Inhibitors of Mammalian Selenoprotein Thioredoxin Reductase 1 (TrxR1): qHTS; AID 588453, 2011; recombinant rTrxR1, NADPH fluorescence consumption, selenite substrate; Potency, µM (titrated, usually from 114 µM), without a hit: at the highest dose activity change, negative = inhibition, usual class: inhibitors; actives 1% (n = 390,000); also: potency is read from the fitted curve at half-maximal effect; % is scaled to controls: 0 for no effect and ±100 for the full control effect; nearly all actives have a fitted effect of over 65% in size
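Rat TrxR1 (90 nM in the dispensed reagent) was pre-reduced with 400 uM NADPH for 5 min at room temperature, then incubated with compound for 15 min. After 400 uM selenite was added, NADPH fluorescence (Ex 340/Em 450 nm) was followed for 8 min.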
TRHR ag: qHTS for Small Molecule Agonists and Allosteric Enhancers of Human TRH Receptor: Primary Screen for Agonists | Thyrotropin-releasing hormone receptor (Homo sapiens), P34981 | TRHR cells, calcium flux fluo-8, FDSS agonist mode | activation, % at 2 µM | actives 0.18% (n = 360,000) | AID 493084, 2011; in the data active = activation above about 30%; also: 0% is about no effect
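TRHR-expressing cells loaded with fluo-8 calcium dye; 23 nL library compound pin-transferred, kinetic FDSS fluorescence (Ex 480/Em 530) recorded about 180 s for agonist-induced calcium release, before a 10 nM TRH EC20 addition for potentiator mode.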
D2 antagonist: HTS Assay for Allosteric Antagonists of the Human D2 Dopamine Receptor: Primary Screen for Antagonists | D(2) dopamine receptor (Homo sapiens), P14416 | HEK293 TREx D2 cells, calcium flux, dopamine EC80 | inhibition, % at 10 µM | actives 2% (n = 340,000) | AID 485344, 2010; in the data active = inhibition above about 30%; also: 0% is about no effect
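Calcium mobilization kinetics were recorded at 1 s intervals in tetracycline-induced HEK293 T-REx D2 cells, first for 180 s after compound addition and then 180 s after EC80 dopamine.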
* marks the source's active call; other numbers are inactive results; ? = inconclusive; · = no result given; [ ] = another dose, or the depositor's remark. Unless noted, calls follow the shape of the dose curve; as a rule, active = well fitted inhibition curve with a large enough effect; inconclusive = small, poorly fitted or top-dose-only effect; inactive = no such curve, though single readings can be large or run the other way. Not all compounds are listed; the hit share may differ from the screen's.

Values run as follows: Pin1 inh	D2 agonist	TRHR enhancer	mIDH1 inhibitor	USP1 inh	TrxR1 substrate	rTrxR1 inhibitor	TRHR ag	D2 antagonist
Cc1cc(C)cc(Oc2coc3c(CN(C)C)c(O)ccc3c2=O)c1
→ -10%	·	-8	1%	-2%	80%[activator][57.1 µM]	-42%	0.5	·
COc1ccc(NC(=O)c2ccco2)cc1NC(=O)C(C)(C)Oc1ccc(Cl)cc1
→ -2%	-0.6	6	2%	-24%	-11%	2%	-1.6	·
CCCS(=O)(=O)N1CCCC(C(=O)NCCCN(CC)c2cccc(C)c2)C1 (stereo unspecified)
→ -4%	-0.1	3	-1%	-29%	-4%	-6%	0.3	6
COc1ccc(/C=C(\C#N)C(=O)OCC(=O)Nc2c(C)cccc2C)cc1
→ 50%[activator]	0.7	0	-4%	-21%	6%	11%	-0.1	24
O=C(C[n+]1cc(Br)cc(Br)c1)c1ccccc1
→ -4%	0.5	-4	-7%	-12%	5%[57.1 µM]	7%[57.1 µM]	1.6	-7
Cc1ccc(C(C(=O)NC2CCCC2)N(Cc2ccco2)C(=O)CCC(=O)Nc2ccccn2)cc1 (stereo unspecified)
→ 9%	0.1	7	-3%	-1%	1%[57.1 µM]	10%[57.1 µM]	-0.9	-3
COc1ccc2nc(NC(=O)Nc3cccc4ccccc34)sc2c1
→ 5%	-2.0	14	7%	-17%	14%	20%	0.0	12
Cc1ccc(CNC(=O)c2ccc3c(c2)c(C)c(C)n3Cc2ccccc2)o1
→ 48%[activator]	0.7	-4	15%	-15%	2%[57.1 µM]	7%[57.1 µM]	0.3	·
CCc1ccc(Nc2ccc(C(N)=O)cc2[N+](=O)[O-])cc1
→ -6%	-0.6	0	2%	-18%	5%	34%	-0.3	8
NC(=O)C[C@H]1NC(=O)[C@H](CCC(=O)O)NC(=O)c2cc([N+](=O)[O-])cc(I)c2NCCC[C@@H](C(N)=O)NC1=O
→ -14%	0.3	5	-2%	-23%	-14%	?	0.3	10
CCCn1c(NC(=S)Nc2ccccc2)nc2ccccc21
→ -3%	4.5	2	-1%	-4%	-4%	?	0.3	2
Cc1ccc(Nc2ncnc(Cl)c2N)cc1
→ -3%	·	·	3%	-24%	-3%	-12%	·	·
CN(CC(=O)Nc1cccc(F)c1)C(=O)CNC(=O)Cc1cccc2ccccc12
→ -1%	0.2	10	7%	-25%	-1%	4%	0.3	-4
Cn1c(N)c(C(=O)COc2ccc(C#N)cc2)c(=O)n(C)c1=O
→ 1%	-0.5	-1	2%	-9%	-14%	-3%[57.1 µM]	1.1	0
Cc1ccc(/C=N/NC(=O)CCn2nc(C)cc2C)c(C)c1
→ 0%	-0.5	2	-1%	-5%	3%[57.1 µM]	19%[57.1 µM]	-1.3	-14
CCCCn1cc(S(=O)(=O)c2cccc(C)c2)c(=O)c2cc(F)c(N3CCOCC3)cc21
→ 5%	-1.3	0	-15%	-5%	16%	11%	0.4	·
O=C(CN1CCCCCC1)NCCN1C(=O)S/C(=C\c2ccccc2Cl)C1=O
→ 0%	-0.3	-3	-3%	-5%	4%[57.1 µM]	26%[57.1 µM]	-0.7	-3
CCOc1ccc(NC(=S)NC(=O)/C=C/c2ccc(Br)cc2)c([N+](=O)[O-])c1
→ -7%	0.6	4	4%	-19%	-7%	6%	-0.3	-13
COc1ccc(OC)c(NC(=O)CSc2nnc(-c3ccco3)o2)c1
→ 2%	-1.3	-2	10%	-9%	-11%	-8%	-0.2	-2
COC(=O)c1nn(-c2ccccc2)c(Sc2ccc(C)cc2)c1/C=N/O
→ -8%	0.9	0	10%	-22%	2%	17%	0.8	14
CC(=O)N1CCc2cc(Br)cc(S(=O)(=O)CCC(=O)NCCc3ccc(Cl)cc3)c21
→ 3%	-0.3	0	-10%	-6%	-7%	-3%	-0.5	·
CCC(Oc1ccccc1C)C(=O)Nc1ccc(S(=O)(=O)Nc2cc(C)on2)cc1 (stereo unspecified)
→ 5%	-0.6	5	-14%	-22%	2%	14%	-0.1	-13
COc1ccc([N+](=O)[O-])cc1NC(=S)NC(=O)C(C)(C)C
→ -1%	-0.4	1	1%	-9%	1%	?	-0.2	18
Oc1ccccc1N=Cc1sc2ccccc2c1Cl
→ 41%[activator]	0.4	6	7%	-7%	-9%	-15%	-1.1	-9
COc1ccc(CC(=O)Nc2nnc3n2CCS3)cc1OC
→ -11%	·	1	15%	-11%	-12%[57.1 µM]	-14%[57.1 µM]	0.3	·
Cc1ccc(S(=O)(=O)CCc2nnc(NC(=O)CCl)s2)cc1C
→ 0%	0.6	-2	?	-19%	5%	?	1.9	10
Cc1nc2ccccc2c(=O)n1CC(=O)N1CCOCC1
→ -2%	0.4	1	1%	-5%	3%	8%[57.1 µM]	1.9	5
Nc1cc(C(=O)OCC(=O)Nc2ccc(N3CCOCC3)cc2)ccc1Cl
→ -4%	-0.8	3	8%	-25%	5%	10%	0.1	48*
COc1ccc2c(c1)[C@H]1[C@H](CO2)[C@H](c2ccccc2)[C@]2(C)C(=O)N[C@@H](C)C(=O)N12
→ ·	0.3	-6	·	·	·	·	0.1	2
COc1ccccc1-c1nnc(SCC(=O)NC2CCS(=O)(=O)C2)n1N (stereo unspecified)
→ 5%	0.9	-5	0%	-12%	-1%	15%	1.0	14
COc1cccc(C(=O)NCc2cccnc2)c1
→ ?	·	-5	9%	-18%	7%[57.1 µM]	5%[57.1 µM]	0.3	·
CCn1c2ccccc2c2cc(NC(=O)C/C(C)=N/NC(=O)c3ccccc3N)ccc21
→ 17%	0.1	3	4%	-18%	65%[activator]	?	-0.5	-6
COC(=O)c1cc(NC(=O)c2cc(-c3ccc(OC)cc3)oc2C(F)(F)F)ccc1N1CCOCC1
→ 2%	1.0	5	-9%	-19%	-14%	-21%	1.1	-2
Cc1ccccc1N(CC(=O)NCC1CCCO1)C(=O)CCC(=O)Nc1nccs1 (stereo unspecified)
→ -4%	4.5	-5	15%	-11%	9%[0.0914 µM]	4%[57.1 µM]	0.0	5
NC(=O)Cn1nc([N+](=O)[O-])nc1Oc1ccccc1C(=O)N1CCOCC1
→ -2%	0.8	-15	1%	-18%	7%[57.1 µM]	27%[57.1 µM]	1.0	7
CCOC(=O)N1CCc2c(sc3c2c(=O)n(Cc2ccccc2)c(=O)n3CC(=O)NCC2CCCO2)C1 (stereo unspecified)
→ -8%	-0.1	-10	-7%	-21%	-4%	6%	-0.1	1
O=C(Nc1ccccc1C(=O)NCc1ccco1)Nc1cccc2ccccc12
→ 2%	0.5	8	1%	-18%	10%	-2%[57.1 µM]	0.0	-19
CN(C(=O)CN1C(=O)NC2(CCc3ccccc32)C1=O)C1CCCCC1 (stereo unspecified)
→ -3%	·	·	0%	-10%	6%	16%	·	·
CN(Cc1ccc(F)cc1)C(=O)c1sccc1-c1ccccc1
→ -4%	·	22	-3%	-33%	3%	25%	-0.7	·
CCOC(=O)C1CCCN(CCC(C)c2ccccc2)C1 (stereo unspecified)
→ -5%	0.7	-5	-5%	0%	3%	2%	-0.2	-12
CCCN(CCC)C(C)C(=O)NCC1(c2ccccc2)CCCC1 (stereo unspecified)
→ 1%	0.0	-10	-1%	-13%	-7%	8%	8.8	2
COc1ccc2cc(C(=O)N3CCC(Cc4ccccc4)CC3)[nH]c2c1
→ -11%	0.2	17	-12%	-13%	-1%	5%	-0.6	-5
COc1ccc(NC(=O)Nc2cccc3ccccc23)cc1OC
→ -1%	-0.3	1	-4%	-14%	3%	19%	-0.4	3
Cc1c(OCC(=O)NCCCN2CCCC2=O)ccc2c3c(c(=O)oc12)CCCC3
→ -2%	0.2	-1	6%	-10%	83%[activator]	14%	-0.7	-9
COc1cc(Cl)c(NC(=O)c2cc(S(=O)(=O)N3CCCCC3)c[nH]2)c(OC)c1
→ -6%	·	22	5%	-20%	8%	6%	-0.7	·
O=C(Nc1ccccc1)N1CCN(CCc2ccccc2)CC1
→ 11%	-0.1	7	10%	-17%	-21%[57.1 µM]	7%[57.1 µM]	0.0	-13
Cc1c(C(=O)C(C)C)n(C)c2ccccc12
→ 0%	-1.3	0	-2%	1%	0%[57.1 µM]	-5%[57.1 µM]	-0.2	-14
Cc1c(OCc2ccccc2)c(=O)ccn1Cc1ccccc1
→ -7%	-1.2	1	16%	2%	-12%	-16%	-0.8	5
Cn1c(=O)c(=O)n(C)c2cc(S(=O)(=O)N3CCC(N4CCCCC4)CC3)ccc21
→ -5%	·	·	0%	-21%	8%	9%	·	·

High-throughput results deposited in PubChem BioAssay by National Center for Advancing Translational Sciences (NCATS).
